# From PubChem
# PfHsp40 yeast – restores yeast growth despite PfHsp40 toxicity | S. cerevisiae expressing PfHsp40, growth rescue, ATP luminescence | growth rescue, % at 12.5 µM | actives 0.68% (n = 340,000) | AID 504582; in the data active means growth rescue above about 28%, passing the limit was not always enough;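 further: yeast W303a lacking pdr1 and pdr3 grown in galactose medium; growth measured after three days at 30 °C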
# Yp Topo-I inh – blocks Yersinia pestis topoisomerase I activity; AID 504884; Y. pestis Topo-I cleavage product accumulation, plate reader; activity, % at 10 µM; actives 0.064% (n = 360,000); in the data active means activity above about 50%, passing the limit was not always enough; further: inactives centre near 2
# TcdB inh – inhibitors of Clostridioides difficile toxin B glycohydrolase; actives 0.24% (n = 350,000); inhibition, % at 9.99 µM; TcdB glycohydrolase enzymatic assay, plate reader; P18177; AID 652162; in the data active means inhibition above about 10%
# Vc quorum ag – quorum light induction in luxS cqsA deficient V. cholerae; V. cholerae BH1578 lux reporter, luminescence, 6 h; actives 0.16% (n = 350,000); activation, % at 18.7 µM; in the data active means activation mostly above about 9.7%, no sharp cut-off; further: not every result past the cut was called active; inactives centre near 0; reference of the scale not given here
# 3CLpro inhibitor – SARS-CoV 3CLpro protease inhibition; recombinant SARS-CoV 3CLpro, quenched FRET peptide cleavage; actives 0.14% (n = 290,000); P0C6X7; inhibition, % at 6 µM; in the data active means inhibition above about 12%
# PrPC TRFRET – inhibitors of human cell surface prion protein PrPC. TR-FRET read-out. AID 720596. inhibition, % at 13.8 µM. actives 0.43% (n = 370,000). P04156; in the data active means inhibition above about 24%; further: 0% = median of the test wells and 100% = reference compound wells
# SSB-PriA inh – inhibitors of Klebsiella pneumoniae PriA binding to SSB C-terminal tail; AlphaScreen SSBct-PriA binding, biotinylated peptide; actives 0.6% (n = 430,000); inhibition, % at 33 µM; in the data active means inhibition mostly above about 37%, no sharp cut-off; inactive means mostly below about 20%;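 further: plate controls were negative control peptide for no effect and reference peptide for full effect; strong numbers were not always called active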
# Anthrax LF prot – anthrax lethal factor protease inhibition | multiplex microsphere protease cleavage assay, LF | actives 0.12% (n = 360,000) | inhibition, % at 10 µM | P15917 | AID 588501; further: plate controls were buffer without enzyme for full effect and enzyme alone for no effect
# Target sequence (P15917 whole entry, looked up): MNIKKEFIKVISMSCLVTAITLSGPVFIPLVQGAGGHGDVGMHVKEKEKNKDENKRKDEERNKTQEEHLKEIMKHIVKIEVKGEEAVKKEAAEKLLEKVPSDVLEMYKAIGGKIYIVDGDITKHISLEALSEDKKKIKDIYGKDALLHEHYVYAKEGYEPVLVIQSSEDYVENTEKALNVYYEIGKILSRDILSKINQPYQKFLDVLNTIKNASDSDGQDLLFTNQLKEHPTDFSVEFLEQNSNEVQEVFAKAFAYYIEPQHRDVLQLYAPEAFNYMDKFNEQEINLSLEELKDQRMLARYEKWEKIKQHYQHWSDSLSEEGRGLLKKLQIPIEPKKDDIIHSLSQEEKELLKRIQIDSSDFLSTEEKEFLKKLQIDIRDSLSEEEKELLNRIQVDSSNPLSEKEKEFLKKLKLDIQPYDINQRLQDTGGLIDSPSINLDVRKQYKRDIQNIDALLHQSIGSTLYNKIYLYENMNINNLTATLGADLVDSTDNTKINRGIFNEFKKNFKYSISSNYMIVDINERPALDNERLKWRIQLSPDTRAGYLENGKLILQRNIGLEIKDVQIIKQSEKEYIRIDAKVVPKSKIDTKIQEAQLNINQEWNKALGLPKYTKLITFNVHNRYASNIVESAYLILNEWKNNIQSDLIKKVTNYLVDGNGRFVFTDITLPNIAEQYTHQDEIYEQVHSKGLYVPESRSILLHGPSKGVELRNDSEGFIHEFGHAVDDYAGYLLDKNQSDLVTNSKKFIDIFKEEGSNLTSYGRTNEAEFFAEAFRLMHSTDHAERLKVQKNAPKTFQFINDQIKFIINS
# BoNT A protease – blocks Botulinum neurotoxin A light chain protease; AID 588499; actives 0.17% (n = 360,000); multiplex microsphere protease substrate cleavage, flow cytometry; inhibition, % at 10 µM; further: plate controls were buffer without enzyme for full effect and enzyme alone for no effect
# Starred values were filed as active, the others as inactive; i = inactive; x = not tested or not shown. Unless noted, no stated cut-off is given here; in the data, active means inhibition above about 30%; inconclusive means no clear call, values can overlap the other calls; inactive means below that. A portion of the library. The share of hits here may be higher or lower than overall.
SMILES,PfHsp40 yeast,Yp Topo-I inh,TcdB inh,Vc quorum ag,3CLpro inhibitor,PrPC TRFRET,SSB-PriA inh,Anthrax LF prot,BoNT A protease
CCOC(=O)C1=C(COC(=O)Cc2ccc(Cl)cc2)NC(=O)NC1C (stereo not given),0.0,10,1.6,0.4,x,3,6,5,-0.1
CC(=O)N1c2c(cc(Br)cc2S(=O)(=O)NCC2COc3ccccc3O2)CC1C (stereo not given),-0.4,9,x,0.4,-1,8,-8,0,0.2
Cc1cc(NC(=O)c2cn(C3CCCCC3)c(=O)c3c2c2ccccc2n3C)no1,0.4,17,1.1,-0.3,-8,1,-8,1,-0.8
Nc1nc2ccccc2n1CCOc1ccc(Br)cc1,-0.7,1,4.9,0.4,-2,8,-18,-20,0.5
c1ccc2c(SCc3cn4cccnc4n3)ncnc2c1,-0.4,8,x,i,-4,-2,-18,0,0.0
O=C1N(CCCl)c2ccc(Br)cc2C12OCCO2,-1.4,8,2.2,i,4,-6,-14,5,1.8
COc1cccc(NC(=S)N2CCC(NC(=O)c3ccco3)CC2)c1,0.3,4,-0.1,-0.5,0,6,-15,-4,-2.1
Cc1cc(S(=O)(=O)N2CCOCC2)ccc1OCC(=O)N1CCOCC1,-0.7,5,0.6,-0.2,-1,1,-17,-13,2.6
Cc1cccc(-n2c(SCC(=O)O)nc3sc4c(c3c2=O)CCCC4)c1,-0.4,-3,-0.4,-0.5,5,8,-4,-5,0.6
Cc1cc(C)c(C)c(S(=O)(=O)N2CCN(CC(=O)Nc3sccc3C#N)CC2)c1C,0.2,21,0.2,-3.1,3,-2,-13,-2,-0.2
CC1=CC(c2ccccc2)n2nc(NC(=O)CCC(=O)O)nc2N1 (stereo not given),-2.1,-7,-0.1,-0.5,4,5,-5,4,-0.1
COC(=O)c1cc(-c2cccc(OC)c2)c2c(=O)[nH]c(=O)n(C)c2n1,-1.3,14,1.3,i,-3,-3,-8,-6,-0.9
O=C(O)c1ccccc1C(=O)NCc1cccnc1,0.0,-6,x,-1.0,-5,-2,-11,-3,-0.1
O=[N+]([O-])c1ccc2oc(-c3cccc(O)c3)nc2c1,1.1,-3,2.9,-3.6,-1,-30,-2,-3,-1.1
O=C(Nc1ccccc1)Nc1ccc2ocnc2c1,-1.3,1,1.2,-0.2,5,-1,-1,-1,-0.9
CNC(=S)Nc1ccc(N2CCCC2)c(S(=O)(=O)Nc2ccc(OC)cc2)c1,11,3,-5.7,i,x,0,5,-4,-0.3
O=C(NC1CCCCC1)C(=S)NCCc1ccccc1,-1.3,18,1.1,-0.3,1,2,0,5,0.2
O=C(CCS(=O)(=O)c1ccc(Cl)cc1)Nc1nc(-c2cccnc2)cs1,-0.6,3,1.1,i,-3,1,-3,4,51*
CC(C)OC(=O)c1cc(NC(=S)Nc2ccc([N+](=O)[O-])cc2)cc(C(=O)OC(C)C)c1,-0.1,-18,x,-0.2,2,2,-5,-8,-0.2
Fc1cccc(CNC2CCN(CCc3ccccc3)CC2)c1,-0.8,7,1.1,1.0,7,-5,-6,6,0.4
O=C1C2C3C=CC([C@@H]2C(=O)N1C1CCCCC1)[C@H]1C(=O)N(C2CCCCC2)C(=O)C31 (stereo not given in full),2.3,-3,x,-14,5,0,-9,-4,-0.9
Cc1cc(S(=O)(=O)NCC(C)C)ccc1OCC(=O)NC1CC1,-1.4,-7,1.3,i,1,0,-9,3,3.5
CCOc1ccc(-c2csc(NNC3=NCCCCC3)n2)cc1,-0.2,1,0.3,-1.8,5,11,8,-10,-0.2
Cc1nc(NC(=O)c2ccccc2)sc1C1(C)CC(c2c(Cl)cccc2Cl)=NO1 (stereo not given),0.4,1,5.7,i,x,8,-8,1,0.4
CCN1C(=O)CSC1=Nc1ccc(Cl)c(Cl)c1,-0.3,14,2.1,0.4,-2,12,-32,1,1.6
Cc1cc(C(=O)N/N=C/c2ccncc2)c2ccccc2n1,1.0,2,-0.6,-0.5,-6,13,x,-3,-3.1
Oc1ccc(-c2csc(-c3ccccc3)n2)cc1O,-1.0,-12,-0.3,i,1,-1,25,-6,-1.7
CCCCn1nnnc1C(c1ccccc1)N1CCN(c2ccc(C(F)(F)F)cn2)CC1 (stereo not given),x,x,1.5,x,x,9,x,3,-0.3
CC(=O)c1ccc(NC(=O)COC(=O)c2ccc(F)cc2F)cc1,1.3,-4,0.5,-0.5,3,-3,0,0,0.9
O=C(CN1CCOCC1)NCc1cc([N+](=O)[O-])ccc1O,1.5,-8,0.3,-0.4,2,-2,-2,4,-3.8

# Compound profiles, as listed above. Screens in order: PfHsp40 yeast	Yp Topo-I inh	TcdB inh	Vc quorum ag	3CLpro inhibitor	PrPC TRFRET	SSB-PriA inh	Anthrax LF prot	BoNT A protease
# Fc1cccc(CNC2CCN(CCc3ccccc3)CC2)c1 is listed as -0.8	7	1.1	1.0	7	-5	-6	6	0.4
# Oc1ccc(-c2csc(-c3ccccc3)n2)cc1O is listed as -1.0	-12	-0.3	i	1	-1	25	-6	-1.7
# O=C(CCS(=O)(=O)c1ccc(Cl)cc1)Nc1nc(-c2cccnc2)cs1 is listed as -0.6	3	1.1	i	-3	1	-3	4	51*
# CC(C)OC(=O)c1cc(NC(=S)Nc2ccc([N+](=O)[O-])cc2)cc(C(=O)OC(C)C)c1 is listed as -0.1	-18	x	-0.2	2	2	-5	-8	-0.2
# O=C(CN1CCOCC1)NCc1cc([N+](=O)[O-])ccc1O is listed as 1.5	-8	0.3	-0.4	2	-2	-2	4	-3.8

# Carrying on.
SMILES,PfHsp40 yeast,Yp Topo-I inh,TcdB inh,Vc quorum ag,3CLpro inhibitor,PrPC TRFRET,SSB-PriA inh,Anthrax LF prot,BoNT A protease
Cc1sc2ncnc(N3CCC(C(=O)N(C)CC(=O)Nc4ccc(Cl)c(C(F)(F)F)c4)CC3)c2c1C,1.2,23,3.4,i,x,9,-11,0,-2.7
COCCN(C(=O)CCc1ccccc1OC)c1nnc(-c2cccnc2)s1,0.3,29,0.2,i,6,2,-11,-2,-0.1
O=C(NCC1CCCCC1)NCC1CCCCC1,-0.4,-7,0.8,-0.3,x,3,1,-1,0.1
O=C(NCCCn1ccnc1)/C(=C/c1ccc(Cl)cc1)NC(=O)c1ccccc1,-1.0,-7,-0.7,-0.1,-1,-4,2,2,-0.1
Cc1ccc(-c2c(C#N)c(N)n(-c3ccc(Cl)cc3)c(=O)c2C#N)cc1,x,0,-0.5,-0.9,x,1,x,-3,-0.1
CCOC(=O)C(C)(C)Sc1nc2c(cnn2-c2ccc(Cl)cc2)c(=O)[nH]1,-1.4,14,2.6,-0.2,1,-2,-5,-4,-0.6
Cc1ccc2c(c1Cl)NC(C(=O)O)C1CC(Sc3ccccc3[N+](=O)[O-])C(Cl)C21 (stereo not given),0.1,-9,x,-0.4,3,x,30,3,-2.1
FC(F)(F)c1cccc(N2CCN(c3nnnn3-c3ccccc3)CC2)c1,3.6,21,x,-10,7,-4,-12,-2,1.5
Fc1ccc(C2CC(c3cccs3)=NN2c2ccccc2)cc1 (stereo not given),1.1,-5,0.3,-0.9,1,8,-47,-1,2.5
COc1ccccc1/C=C/CN1CCC(n2nccc2NC(=O)CCc2ccccc2)CC1,-1.6,19,0.1,-0.3,-3,-1,102*,-3,0.3
Cc1nc(Cc2ccc(OC(C)C)cc2)[nH]c(=O)c1CC(=O)O,0.0,10,0.1,i,2,1,-2,-3,0.4
Cc1ccc(S(=O)(=O)NCCSc2ccccc2)cc1[N+](=O)[O-],3.2,15,x,-1.3,6,2,1,0,0.1
COc1ccc(CC(=O)O/N=C(\N)c2ccc(C)cc2)cc1,1.4,10,0.7,-1.5,2,-1,i,9,0.6
Cc1cnc(NC(=O)c2ccc(OCC3CCCO3)cc2)s1 (stereo not given),-0.9,6,1.2,3.0,-2,9,-2,5,-0.9
CCC(=O)NC(Nc1ncc(C)s1)(C(=O)OC)C(F)(F)F (stereo not given),1.7,2,x,i,-5,-1,-14,-1,-0.2
CCc1cccc(C)c1NC(=O)CCCn1c(=O)c2cccn2c2cccnc21,0.2,2,-1.9,-3.1,0,3,-3,0,-0.4
Cc1ccc(N(Cc2ccccc2)C(=O)CN2C(=O)NC3(CCCC3)C2=O)cc1,-0.4,21,0.7,-0.1,-1,4,-8,10,11
Cc1nc2ccc(NC(=O)c3ccc(Cl)s3)cc2s1,-0.2,5,-0.5,-0.2,-1,10,-3,-8,-0.8
COc1cccc(CNC(=O)[C@@H]2CCCN2C(=O)[C@@H]2CCCN2S(=O)(=O)c2ccc(OC)c(C)c2)c1,x,x,0.0,x,x,7,x,12,0.8
Cc1ccc(F)cc1NC(=O)C1CCCN(c2ncccn2)C1 (stereo not given),-1.9,6,0.3,0.6,1,-3,-6,-2,-0.2
COc1ccc(-c2nc(CS(=O)CC(=O)NC3CCCCC3)c(C)o2)cc1 (stereo not given),-1.3,11,0.1,-2.2,-4,-2,-2,-4,1.1
CC(C)=C1SC(N2CCN(c3cccc(Cl)c3)CC2)=NC1=O,-1.3,16,x,-0.3,2,-12,-10,2,0.3
O=c1c(-c2ccnn2-c2cccc(Cl)c2)cnc2n1CCS2,-0.1,-1,x,-0.8,6,-4,-14,-2,-0.1
CCN(CC)S(=O)(=O)c1ccc(N2CCCC2)c(NC(=O)c2ccncc2)c1,-0.3,0,-0.8,i,-4,7,-3,-10,2.6
CCn1c(SC)nc2c(c1=O)SC(C)C2 (stereo not given),-1.3,-3,0.9,1.6,0,-1,-4,4,0.4
Cn1c(=O)c(C#N)c(-c2ccc(F)cc2)c2cc(C(=O)c3cc(Cl)cc(Cl)c3O)cnc21,1.4,1,1.2,-0.6,-2,0,5,-2,-1.0
Cc1cccc(NC(=O)N(Cc2cc3cc(C)ccc3[nH]c2=O)CC2COCCO2)c1 (stereo not given),0.7,16,0.7,-0.9,1,8,-7,2,-1.5
CCOc1ccc(-c2ccc3nnc(SCC(=O)NCC4CCCO4)n3n2)cc1 (stereo not given),-0.1,7,0.4,i,x,-6,-12,x,x
COCCNC(=O)C(=O)N/N=C(\C)CC(=O)Nc1ccc(Cl)cc1Cl,1.1,6,-1.8,-0.4,6,9,x,-2,0.1
COc1ccc(NC(=O)c2ccc3c(c2)S(=O)(=O)N=C2CCCCCN23)cc1S(N)(=O)=O,-1.0,-1,-0.5,i,x,-1,3,-8,-0.8

# Two of the compounds above, with two lines to a compound:
# Below each compound: PfHsp40 yeast	Yp Topo-I inh	TcdB inh	Vc quorum ag	3CLpro inhibitor	PrPC TRFRET	SSB-PriA inh	Anthrax LF prot	BoNT A protease
CCn1c(SC)nc2c(c1=O)SC(C)C2 (stereo not given)
    -1.3	-3	0.9	1.6	0	-1	-4	4	0.4
Cn1c(=O)c(C#N)c(-c2ccc(F)cc2)c2cc(C(=O)c3cc(Cl)cc(Cl)c3O)cnc21
    1.4	1	1.2	-0.6	-2	0	5	-2	-1.0

# The list goes on.
SMILES,PfHsp40 yeast,Yp Topo-I inh,TcdB inh,Vc quorum ag,3CLpro inhibitor,PrPC TRFRET,SSB-PriA inh,Anthrax LF prot,BoNT A protease
COc1cc(C=O)cc(Cl)c1OC(=O)N1CCOCC1,-1.5,-5,0.1,i,2,1,0,5,-1.0
Cc1ccc(-c2nc(Nc3cccc(C)c3)sc2CC(=O)O)cc1,1.1,-7,0.2,-0.9,6,1,4,-11,-0.2
CCOc1ccc(/C=N/n2c(C)nc3ccccc3c2=O)cc1,-0.3,-2,x,-0.6,3,x,x,7,1.1
CC(C)OCCCNC(=O)C1CC(=O)N(CCc2ccc(F)cc2)C1 (stereo not given),1.0,3,1.5,i,4,-1,-13,1,-4.2
O=C(CCCn1cnc([N+](=O)[O-])n1)Nc1cccc2ccccc12,-0.5,-11,1.1,-0.4,1,-11,-11,0,1.9
O=C(c1cccc(S(=O)(=O)N2CCCCC2)c1)N1CCc2ccccc21,0.7,13,0.5,-0.3,0,12,-4,-1,0.2
COC(=O)C1=C(c2ccc(C(C)=O)cc2)C[C@@H]2CC[C@H]1N2C(=O)N1CCC(O)(c2ccc(Cl)cc2)CC1,1.7,15,2.0,-0.4,x,-5,-21,0,-1.2
Cc1ccc(Cn2c(=O)oc3ccccc32)cc1,4.0,-3,1.3,i,-2,0,-7,-4,-0.8
CCOc1ccc(S(=O)(=O)NNC(=S)Nc2ccc(Br)cc2)cc1,-0.1,1,x,-0.7,8,9,-9,-2,-4.0
